CHX counter – counter-screen for Shiga toxin inhibitors: cycloheximide protein synthesis inhibition; cell reporter, cycloheximide protein synthesis inhibition counterscreen; max response, %; hit rate 12% among 300,000; AID 2314; in the data active means max response mostly above about 13%, no sharp cut-off; inactive means mostly below about 14%; further: read at 38.3 µM for the half of the compounds with a filed dose; 0% is about no effect
Pf growth 96h – P. falciparum growth inhibition at 96 hour, primary screen for plastid delayed-death inhibitors; P. falciparum luciferase reporter growth, 96 h; Potency, µM (highest dose often 28.7 µM), without a hit: at the highest dose activity change, negative = inhibition, most hits filed as inhibitors; hit rate 6.9% among 320,000; further: potency means the concentration at half of the fitted maximal effect; on the % scale 0 is the no-effect control and ±100 the full control effect
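Erythrocytes infected with luciferase-expressing P. falciparum were dispensed at 2% hematocrit and 0.05% parasitemia (final), then incubated with compounds 96 hours at 37 C in 5% CO2. Luminescence after detection reagent addition reported growth.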
LmPK inhibitor – inhibitors of Leishmania mexicana pyruvate kinase; Q27686; purified LmPK, Kinase-Glo ATP luminescence, 1 h; Potency, µM (top dose mostly 57.5 µM), for the others: top-dose activity change, negative = inhibition, usual class: inhibitors; hit rate 0.37% among 290,000; AID 1721; further: potency means the concentration at half of the fitted maximal effect; on the % scale 0 is the no-effect control and ±100 the full control effect
Target sequence (Q27686 whole entry, looked up): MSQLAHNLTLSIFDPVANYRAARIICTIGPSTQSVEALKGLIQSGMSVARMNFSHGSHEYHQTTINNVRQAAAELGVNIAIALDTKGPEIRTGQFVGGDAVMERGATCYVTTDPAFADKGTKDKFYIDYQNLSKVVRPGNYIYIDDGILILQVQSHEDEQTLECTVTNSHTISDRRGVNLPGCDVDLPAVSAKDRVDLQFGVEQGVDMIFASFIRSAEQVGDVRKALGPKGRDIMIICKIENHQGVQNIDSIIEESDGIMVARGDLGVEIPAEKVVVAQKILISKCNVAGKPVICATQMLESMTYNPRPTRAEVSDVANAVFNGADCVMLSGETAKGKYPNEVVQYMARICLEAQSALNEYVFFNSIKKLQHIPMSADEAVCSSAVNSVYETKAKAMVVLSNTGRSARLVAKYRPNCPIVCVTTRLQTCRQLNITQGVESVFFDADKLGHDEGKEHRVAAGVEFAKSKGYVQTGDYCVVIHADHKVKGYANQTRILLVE
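Kinase-Glo luminescence read after 1 h RT reaction of 0.1 nM LmPK with 0.5 mM PEP and 0.1 mM ADP. Activity scaled between uninhibited and enzyme-free controls.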
Shiga toxin inh – inhibitors of Shiga toxin in Vero cells; Vero cells, Shiga toxin protein synthesis inhibition reporter; inhibition, % at 38.7 µM; hit rate 9.2% among 290,000; AID 2315; in the data active means inhibition mostly above about 28%, no sharp cut-off; inactive means mostly below about 43%; further: 0% is about no effect
Pf growth 48h – P. falciparum growth inhibition at 48 hours (one generation); P. falciparum luciferase growth in erythrocytes, 48 h; Potency, µM (titrated, usually from 28.7 µM), without a hit: at the top dose activity change, negative = inhibition, usual class: inhibitors; hit rate 5.9% among 310,000; AID 504832; further: potency means the concentration at half of the fitted maximal effect; on the % scale 0 is the no-effect control and ±100 the full control effect
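Parasite viability was followed by luminescence of a genomically integrated firefly luciferase. Cultures held 0.1% parasitemia at 2% hematocrit (final), incubated under 5% CO2 at 37 C.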
Tb PYK inh – inhibitors of Trypanosoma brucei pyruvate kinase; AID 624173; TbPYK enzyme, Kinase-Glo Plus ATP luminescence, 45 min; hit rate 0.12% among 410,000; Potency, µM (doses to about 76.8 µM), inactives show at the top dose activity, negative = inhibition, usual class: inhibitors; Q57TT1; further: potency means the concentration at half of the fitted maximal effect; on the % scale 0 is the no-effect control and ±100 the full control effect; nearly all actives have a fitted effect of over 50% in size
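In this concentration-response screen, enzyme-free wells defined baseline while DMSO plates tracked drift. Each reaction combined TbPYK, substrate, compound and 130 uM ADP for 45 min at room temperature. Kinase-Glo Plus luminescence gave the signal.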
AMA1-RON2 inh – AMA1-RON2 (P. falciparum) interaction inhibition; AlphaScreen AMA1-biotinylated RON2 peptide binding; Potency, µM (top dose mostly 58.2 µM), for the others: top-dose activity change, negative = inhibition, actives largely listed as inhibitors; hit rate 0.2% among 360,000;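 further: potency means the concentration at half of the fitted maximal effect; 0% = vehicle wells and -100% = peptide control; nearly all actives have a fitted effect of over 45% in size; some results filed as inactive show a strong effect at the top dose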
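AMA1 (3D7) with his tag at 25 nM final met compounds first, then biotinylated RON2 peptide at 25 nM; detection used donor plus acceptor beads, 10 µg/mL apiece, read by AlphaScreen after 30 min at room temperature.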
* hit, by the source's call; u = inconclusive; x = no result given; & = joins results of further samples; [ ] = another dose, or the depositor's remark. Unless noted, the call rests on the fitted dose curve; in most records, active means well fitted curve in the direction sought with a large enough effect; inconclusive means small, poorly fitted or top-dose-only effect, or another doubt; inactive means no such curve, though single readings can be large; an effect the other way counts as inactive or inconclusive.

The opening two entries (preview)
mol	CHX counter	Pf growth 96h	LmPK inhibitor	Shiga toxin inh	Pf growth 48h	Tb PYK inh	AMA1-RON2 inh
Cn1c(C(=O)O)c(CC(=O)Nc2ccccc2F)c2ccccc21	-2	u	9%	-14	x	2%	-12%
CCOC(=O)/C=C(/C)N1N=C(c2ccc(OC)cc2)CC1c1cccc([N+](=O)[O-])c1 (configuration not stated)	46*	u	-1%	113*	u	-9%	43%[activator]

This part in full, from the start:
mol	CHX counter	Pf growth 96h	LmPK inhibitor	Shiga toxin inh	Pf growth 48h	Tb PYK inh	AMA1-RON2 inh
Cn1c(C(=O)O)c(CC(=O)Nc2ccccc2F)c2ccccc21	-2	u	9%	-14	x	2%	-12%
CCOC(=O)/C=C(/C)N1N=C(c2ccc(OC)cc2)CC1c1cccc([N+](=O)[O-])c1 (configuration not stated)	46*	u	-1%	113*	u	-9%	43%[activator]
CCc1nccn1S(=O)(=O)c1ccc(C)c(C)c1	-1	x	1%	-7	-6%	-7%	-4%
COc1ccc([N+](=O)[O-])cc1NC(=O)c1cc(C)c(C)o1	0	-7%	0%	5	16%	-15%	7%
CC(C(=O)Nc1nc2ccccc2s1)n1cc([N+](=O)[O-])cn1 (configuration not stated)	8	u	3%	-2	21%	-14%	19%
CSc1cc(/C=N/O)c(SC)s1	-1	23%	-3%	2	-4%	-4%	-2%
Cc1cccc(C)c1NC(=O)CN(C)C(=O)C(c1ccccc1)c1ccccc1	-2	-18%	5%	-6	-11%	1%	-8%
Brc1ccc(CNc2cc3c(cc2Br)OCCO3)cc1	20	-6%	-6%	40	14%	0%	13µM*
CS(=O)(=O)N1CCC2(CC1)OCCN2S(=O)(=O)c1ccccc1	x	25%	x	x	7%	1%	14%
COc1ccc(CCNCCC(=O)Nc2c(C)cc(C)cc2C)cc1OC	2	4%	-2%	-3	u	1%	23%
CCOC(=O)c1ccccc1NC(=O)CC1Nc2ccccc2NC1=O (configuration not stated)	-6	-3%	3%	-2	u	x	x
COc1ccc(CN(C)CC(=O)NC(C)c2ccccc2)cc1OC (configuration not stated)	-3	u	0%	-4	-8%	5%	-6%
COc1ccccc1-c1ocnc1C(=O)N1CCN(S(=O)(=O)c2ccc(NC(C)=O)cc2)CC1	-5	-15%	-6%	-13	-15%	-9%	-4%
CC1CCC(CN2CCN=C2N(C)C)CC1 (configuration not stated)	x	3%	x	x	u	-11%	0%
CS(=O)(=O)N(CCc1ccccc1)CC(=O)NCc1cccnc1	-4	11%	-5%	-8	2%	-4%	-4%

Next part:
mol	CHX counter	Pf growth 96h	LmPK inhibitor	Shiga toxin inh	Pf growth 48h	Tb PYK inh	AMA1-RON2 inh
COc1ccc(-c2cc(Cl)cc3c(=O)c4ccccc4n(C)c23)cc1F	-2	25%	-1%	-2	33%[activator]	-4%	51%[activator]
CCOC(=O)c1cc(OC(=O)c2cccs2)n(-c2ccccc2)n1	0	-23%	-9%	1	5%	1%	-6%
COC(=O)c1ccccc1NC(=O)C(=O)NCc1ccncc1	-2	u	2%	3	-7%	1%	-7%
O=C(NC1CCCC1)C(c1ccc(F)cc1)N(Cc1ccc(F)cc1)C(=O)CCl (configuration not stated)	-2	-13%	-3%	-4	0%	-14%	12%
CC(=O)N(Cc1ccc(Br)cc1)c1ccccc1C(=O)O	-2	26%	-1%	-18	23%	1%	0%
CC1(C)S/C(=N/N=C/c2ccco2)NC1=O	-2	31%[activator]	-7%	14	u	2%	85%[activator]
O=C1NC(c2cccs2)C(C(=O)c2ccccc2)C(O)(C(F)(F)F)N1 (configuration not stated)	-2	14%	-3%	78	13%	-6%	2%
COCCNC(=O)c1c[nH]c2cc(OC)c(OC)cc2c1=O	-2	15%	-9%	-9	27%	-9%	-11%
Cc1c(O)ccc2c(CN3CCOCC3)cc(=O)oc12	1	1%	-2%	-8	13%	3%	-6%
CCOC(=O)CCCCNC(=O)Nc1ccccc1	6	u	0%	-16	x	-4%	-4%
COC(=O)C1=NN(c2ccc(Cl)cc2)C2C(=O)N(c3ccccc3OC)C(=O)C12 (configuration not stated)	-1	32%[activator]	0%	-13	19%	1%	20%
CC(C)(C)c1ccc(S(=O)(=O)NNC(=O)C2CCN(Cc3cccc(F)c3)CC2)cc1	-6	u	-1%	21	-24%	5%	14%
COC(=O)CN1C(=S)N(c2ccc(OC)cc2)C(=O)/C1=C/c1cccs1	1	-6%	2%	-28	16%	2%	-11%
O=C(NCc1ccco1)C(c1ccncc1)N(C(=O)Cn1nnc2ccccc21)c1ccccc1F (configuration not stated)	-3	0%	-9%	-12	3%	2%	13%
CN1CCN(CCCNc2c(C=O)c(=O)[nH]c3ccccc23)CC1	-1	-10%	0%	-4	34%[activator]	-1%	28%

Remaining list, next part:
mol	CHX counter	Pf growth 96h	LmPK inhibitor	Shiga toxin inh	Pf growth 48h	Tb PYK inh	AMA1-RON2 inh
O=C(CCC(=O)N(CC(=O)NC1CCCCC1)Cc1ccccc1)Nc1ccccn1	10	6%	-2%	-2	-9%	-13%	24%
CCOC(=O)CC1(NC(=O)c2cc(COc3c(F)cccc3F)on2)CCCCC1	6	u	4%	-4	-6%	-17%	19%
CC1(C)CC(NC(=O)c2cc([N+](=O)[O-])cc([N+](=O)[O-])c2)CC(C)(C)N1	1	u	-4%	14	u	-20%	9%
O=C(CSc1ccc(-c2cccnc2)nn1)Nc1ccccc1C(F)(F)F	7	10µM*	-8%	-10	-15%	-26%	-8%
CCOc1ccc(NS(=O)(=O)c2ccc(NC(=S)NC(=O)C(C)C)cc2)cc1	-1	x	-1%	1	-24%	-17%	11%
COC(=O)c1cc(-c2ccc(Cl)cc2)n(-c2ccc(S(N)(=O)=O)cc2)n1	6	u	2%	5	335%[activator]	-1%	-1%
COc1ccccc1CNC(=O)CN1C(=O)NC(c2ccccc2)(c2ccc(C)c(C)c2)C1=O (configuration not stated)	x	9.3µM*	x	x	9.3µM*	-9%	5%
CCOC(=O)C(C)c1n[nH]c(=O)c2ccccc12 (configuration not stated)	-4	51%[activator]	0%	-2	5%	8%	-7%
Cc1ccc(/C=C2/SC(=O)N(CC(=O)N3CCOCC3)C2=O)s1	-5	0%	0%	27	0%	-1%	-2%
CC(C)n1nc(C(=O)NNC(=O)c2ccncc2)c2ccccc2c1=O	x	-13%	x	x	u	-2%	90%[activator]
COc1ccc(-n2nc(C(=O)NCC(=O)NCc3ccc(F)cc3)c3ccccc3c2=O)c(OC)c1	1	10µM*	6%	-9	8%	-2%	10%
COc1ccc(S(=O)(=O)NCC(=O)N(CC2CCCO2)C(C(=O)NC2CCCC2)C(C)C)cc1 (configuration not stated)	-7	-17%	-3%	5	-5%	-3%	-5%
O=C(Nc1ccc2c(c1)OCO2)c1cncc(Br)c1	32*	u	-5%	66*	210%[activator]	0%	-2%
COc1ccc(Cc2nc3ccc(C(=O)NCCCSC)cc3o2)cc1OC	45*	2.9µM*	0%	39*	-15%	-2%	8%
CCc1noc(C)c1C(=O)NNC(=O)c1cc(OC)c(OC)c(OC)c1	x	-4%	x	x	u	-2%	7%

(more compounds)
mol	CHX counter	Pf growth 96h	LmPK inhibitor	Shiga toxin inh	Pf growth 48h	Tb PYK inh	AMA1-RON2 inh
COc1ccc(C(=O)NCC(=O)OCC(=O)Nc2cc(OC)ccc2OC)cc1	-1	44%	0%	-1	x	1%	10%
C=CCn1c(O)c(C(CC)=Nc2ccccc2NC(C)=O)c(=O)[nH]c1=O	-2	22%	1%	29	10%	9%	23%
CC(=O)Nc1ccc(Nc2nc(C)nc3c2nnn3Cc2ccccc2Cl)cc1	-3	0%	2%	-9	u	5%	14%
CC1CC1C(=O)OCC(=O)NCc1ccc(Cl)cc1 (configuration not stated)	0	8%	-2%	-9	x	2%	-10%
COc1ccc(NC(=O)NCc2ccco2)cc1OC	-2	-2%	2%	20	-11%	5%	-8%
CC(C)CCNC(=O)C1CCN(S(=O)(=O)c2ccc3c(c2)CC(C)N3C(=O)C2CC2)CC1 (configuration not stated)	-3	1%	-2%	-13	u	-7%	10%
COc1ncnc2c1NC1=C(S2)C(=NCCC(=O)O)CC(C)(C)C1	5	51%[activator]	1%	-10	2%	-16%	-11%
Cc1ccccc1CN1N=C(/C=C/c2ccccc2)CCC1=O	5	5%	0%	-14	-18%	7%	0%
COC(=O)CSc1nc2ccc(NC(=O)c3ccccc3C(=O)N3CCOCC3)cc2s1	-2	-19%	0%	-9	3%	-1%	12%[11.6 µM]
CCC(=O)NC(=S)Nc1ccccc1F	6	u	0%	27	-19%	0%	-9%
N#CC1=C(N)N=C(SCc2ccccc2)C(C(N)=O)C12CCCCC2 (configuration not stated)	-1	x	5%	2	u	3%	-16%
COc1ccc(NS(=O)(=O)c2cc(NC(=O)c3nc4nc(C)cc(C)n4n3)ccc2C)cc1	-2	u	-5%	23	u	-1%	11%
COc1ccc(N(CC(=O)N/N=C/c2cccc(OC)c2OC)S(=O)(=O)c2ccccc2)cc1	6	u	-1%	3	u	3%	9%
C=CCSc1nc(-c2ccc(OC)cc2)c(C#N)c(=O)n1CC=C	-3	29%	3%	-3	u	1%	3%
Cc1ccc(C)c(N2CCN(C(=O)C3CCCN(S(=O)(=O)c4c(C)[nH]c(=O)[nH]c4=O)C3)CC2)c1 (configuration not stated)	-5	0%	5%	-10	x	-2%	7%

Next part.
mol	CHX counter	Pf growth 96h	LmPK inhibitor	Shiga toxin inh	Pf growth 48h	Tb PYK inh	AMA1-RON2 inh
CC1CN(C(=O)c2cc(Br)c(Br)s2)CC(C)O1 (configuration not stated)	x	u	x	x	13%	-6%	56%[activator]
O=C(Cc1cccc2ccccc12)N/N=C1\CCCc2ccccc21	-2	u	2%	19	x	5%	27%
CCCCOc1ccc(C(=O)NCc2ccco2)cc1	27*	5%	0%	24	u	3%	4%
COc1ccc(OC)c(C2C(C(=O)c3sc(C)nc3C)=C(O)C(=O)N2CCN2CCOCC2)c1 (configuration not stated)	-7	25%	0%	-22	0%	-6%	3%
c1ccc(CNc2ccc3c(c2)ncn3C2CCCCC2)nc1	22*	85%[activator]	-10%	46*	u	-4%	u
CCCn1c(SCC(=O)Nc2nonc2C)nnc1-c1ccoc1C	9	0%	5%	-4	-6%	7%	-9%
CSc1nc2ccc(NC(=O)C3=NNC(=O)CC3)cc2s1	16*	10%	-3%	47	0%	2%	-3%
O=C(c1ccc(Cl)cc1)C1CCCN(Cc2ccc3ncccc3c2)C1 (configuration not stated)	0	4%	3%	-12	u	3%	-23%
COc1ccc(C2/C=C\CN(S(=O)(=O)c3ccc(C)cc3)CC(=O)N2Cc2ccc(F)cc2)cc1 (configuration not stated)	-2&-4	u	0%	2&-8	u	2%	0%
CCN(CC)CCOC(=O)/C=C/c1ccccc1OC	-2	15%	-2%	10	30%[activator]	-2%	-18%
Cc1cc(Br)cc2c1NC(=O)C2(c1c(C)n(C)n(-c2ccccc2)c1=O)c1c(C)n(C)n(-c2ccccc2)c1=O	-1	-3%	1%	-6	u	-7%	-14%

Source: PubChem (National Center for Advancing Translational Sciences (NCATS))

The order is random. About 21% of those tested had a hit in this group.
